# High-throughput results as filed in PubChem BioAssay.
# FBA Mtb inh = Mtb fructose-bisphosphate aldolase inhibition; purified M. tuberculosis FBA, fluorescence read-out; inhibition, % at 1 µM; 360,000 compounds, 2.3% hits; in the data active = inhibition above about 27%;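 note: 0% = vehicle and 100% = reference inhibitor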
# Target sequence (P9WQA3 whole entry, looked up): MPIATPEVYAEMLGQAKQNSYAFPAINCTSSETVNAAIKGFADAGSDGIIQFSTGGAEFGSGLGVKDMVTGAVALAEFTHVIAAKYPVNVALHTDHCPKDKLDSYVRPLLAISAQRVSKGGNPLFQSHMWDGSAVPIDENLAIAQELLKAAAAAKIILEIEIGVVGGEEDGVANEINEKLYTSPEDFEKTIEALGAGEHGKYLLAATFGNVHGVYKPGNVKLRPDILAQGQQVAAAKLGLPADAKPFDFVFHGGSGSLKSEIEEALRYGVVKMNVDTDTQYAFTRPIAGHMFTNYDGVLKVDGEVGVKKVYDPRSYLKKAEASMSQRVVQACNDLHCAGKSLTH
# FadD28 binding = M. tuberculosis FadD28 bisubstrate binding inhibition; FadD28 bisubstrate probe binding, fluorescence polarization; inhibition, % at 12.5 µM; 360,000 compounds, 0.22% hits; in the data active = inhibition above about 8.5%, passing the limit was not always enough; inconclusive = no clear call, values can overlap the other calls
# Rv3671c protease = Rv3671c (M. tuberculosis) protease inhibition; inhibition, % at 5.96 µM; P9WHR9; 320,000 compounds, 0.048% hits; in the data active = inhibition above about 38%;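 note: extracellular domain of Rv3671c used as enzyme; 0% = enzyme with DMSO and 100% = no enzyme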
# Target sequence (P9WHR9 whole entry, looked up, the tested form may be a part): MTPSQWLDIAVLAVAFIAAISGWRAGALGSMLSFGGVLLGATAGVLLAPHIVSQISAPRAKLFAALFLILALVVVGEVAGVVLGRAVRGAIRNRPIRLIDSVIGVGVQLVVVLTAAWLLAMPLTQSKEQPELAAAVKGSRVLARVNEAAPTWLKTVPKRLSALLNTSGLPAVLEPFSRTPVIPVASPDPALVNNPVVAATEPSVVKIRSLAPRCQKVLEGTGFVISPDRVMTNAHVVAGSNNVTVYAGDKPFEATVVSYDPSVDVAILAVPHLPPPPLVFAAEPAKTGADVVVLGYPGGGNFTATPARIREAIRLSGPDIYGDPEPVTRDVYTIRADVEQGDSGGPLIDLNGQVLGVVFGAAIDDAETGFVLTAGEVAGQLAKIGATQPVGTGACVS
# GDH-TPI inh = GDH-TPI coupled enzyme inhibition counter-screen | inhibition, % at 4.8 µM | GDH-TPI coupled enzyme counterscreen, NADH absorbance | 360,000 compounds, 1.2% hits; in the data active = inhibition above about 30%;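 note: 0% = DMSO wells and 100% = wells lacking the enzyme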
# BioA inh = blocks M. tuberculosis BioA enzyme activity | inhibition, % at 9.99 µM | AID 602481 | 360,000 compounds, 0.096% hits | purified M. tuberculosis BioA enzyme, plate reader; in the data active = inhibition above about 40%; inconclusive = no clear call, values can overlap the other calls
# Mtb UGM inh = Mtb UDP-galactopyranose mutase inhibition; purified UGM, fluorescence polarization probe displacement; inhibition, % at 10 µM; 320,000 compounds, 0.06% hits; in the data active = inhibition above about 10%, passing the limit was not always enough; inconclusive = no clear call, values can overlap the other calls
# MazF activator = MazEF (E. coli) toxin RNase activation; FAM/BHQ RNA-DNA oligo cleavage fluorescence, 5 h; P0AE70; 350,000 compounds, 0.32% hits; activation, % at 20 µM; in the data active = activation above about 50%
# Target sequence (P0AE70 whole entry, looked up): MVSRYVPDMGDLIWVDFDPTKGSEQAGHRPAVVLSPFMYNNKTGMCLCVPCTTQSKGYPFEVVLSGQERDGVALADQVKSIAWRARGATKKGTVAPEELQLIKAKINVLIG
# PrPC surface inh = reduces human prion protein on the cell surface; 370,000 compounds, 0.43% hits; cell surface PrPC, TR-FRET read-out; inhibition, % at 13.8 µM; P04156; AID 720596; in the data active = inhibition above about 24%; note: 0% = median of the test wells and 100% = reference compound wells
# BoNT F protease = blocks Botulinum neurotoxin F light chain protease | AID 588497 | 360,000 compounds, 0.22% hits | inhibition, % at 10 µM | Multiplex microsphere protease cleavage assay, flow cytometry; in the data active = inhibition above about 35%, passing the limit was not always enough; inconclusive = no clear call, values can overlap the other calls; note: plate controls were buffer without enzyme for full effect and enzyme alone for no effect
# * = called active by the depositor; ? = inconclusive; . = no result given.
# Results follow in this order: FBA Mtb inh	FadD28 binding	Rv3671c protease	GDH-TPI inh	BioA inh	Mtb UGM inh	MazF activator	PrPC surface inh	BoNT F protease
COc1ccc(C2CC(=O)Oc3c(C(CCN4CCCCC4)c4ccc(N(C)C)cc4)c(OC)cc(OC)c32)cc1 (stereo not given)
→ -1.6	-0.2	3.7	0.5	-2.6	0.4	21.1	-10.0	-5.3
CC(=O)c1ccc(N2CCN(CN3C(=O)CC4(CCCC4)C3=O)CC2)c(F)c1
→ 1.7	0.0	3.3	5.5	-0.3	-1.0	1.9	1.7	16.0
CC1(C)C2CCC(C2)C1(C)NC(=O)CNCc1cccs1 (stereo not given)
→ 0.8	-2.2	-1.6	3.9	.	1.5	1.8	9.9	3.4
N/C(=N\OC(=O)CCCOc1ccccc1)c1ccc(Br)cc1
→ 1.1	-2.6	8.6	-6.3	-0.4	-1.1	-0.2	4.4	-1.1
Cc1ccccc1OCC(=O)OC1CCN(C)CC1
→ 1.5	1.4	-1.4	13.1	-1.2	0.9	2.1	-1.2	-9.5
COc1cccc(NC(=O)c2ccccc2-c2nc(-c3ccc(F)cc3)no2)c1
→ -1.0	-3.4	-10.7	2.0	.	3.8	-11.4	.	-16.9
CCCC(=O)Nc1cc(OC)c(NC(=S)Nc2cccc(C)c2)cc1OC
→ -2.2	-0.1	.	-2.6	-1.0	.	-11.2	-5.6	2.3
Cc1cc(C)cc(NC(=O)C[n+]2ccccc2)c1
→ -3.5	-4.0	.	-8.6	-0.6	-1.0	10.7	-3.7	?
Cc1ccc(S(=O)(=O)N2C[C@H]3[C@H]4C(=O)N(c5ccccc5)C(=O)[C@H]4C[C@H](OC(=O)NCc4ccccc4)[C@@]3(O)C2)cc1
→ 1.2	-0.6	.	-9.4	0.7	.	2.5	-0.8	3.3
Cc1ccc(S(=O)(=O)N(C)C)cc1NC(=O)CSc1ncc(C(F)(F)F)cc1Cl
→ 2.1	0.5	-15.2	-0.7	.	-0.7	5.1	2.2	-4.1

# Taken from the entries so far for reference:
# Results follow in this order: FBA Mtb inh	FadD28 binding	Rv3671c protease	GDH-TPI inh	BioA inh	Mtb UGM inh	MazF activator	PrPC surface inh	BoNT F protease
Cc1ccc(S(=O)(=O)N2C[C@H]3[C@H]4C(=O)N(c5ccccc5)C(=O)[C@H]4C[C@H](OC(=O)NCc4ccccc4)[C@@]3(O)C2)cc1
→ 1.2	-0.6	.	-9.4	0.7	.	2.5	-0.8	3.3
Cc1ccc(S(=O)(=O)N(C)C)cc1NC(=O)CSc1ncc(C(F)(F)F)cc1Cl
→ 2.1	0.5	-15.2	-0.7	.	-0.7	5.1	2.2	-4.1

# Carrying on:
# Results follow in this order: FBA Mtb inh	FadD28 binding	Rv3671c protease	GDH-TPI inh	BioA inh	Mtb UGM inh	MazF activator	PrPC surface inh	BoNT F protease
Nc1c(N2CCOCC2)cc(Cl)c2nonc12
→ -2.9	0.8	-7.3	2.9	0.6	-0.3	-2.7	-28.3	-3.2
Cc1ccc(C(=O)C2=C(O)C(=O)N(CCCN(C)C)C23C(=O)N(C)c2ccccc23)o1 (stereo not given)
→ 1.1	0.2	-7.8	9.0	-1.2	-0.3	-4.5	-11.1	-20.4
CN(C)/C=C/C(=O)c1ncc(C(F)(F)F)cc1Cl
→ -1.1	0.0	-1.9	9.6	.	0.5	1.4	-3.3	-1.6
Cc1ccc(CNC(=O)C2CCCN2S(=O)(=O)c2ccc(F)cc2)cc1 (stereo not given)
→ -0.1	1.9	5.4	3.5	-0.3	-2.0	4.8	8.9	?
O=C1C=C(c2cccc(Cl)c2O)C[C@@H](c2ccc3c(c2)OCO3)C1
→ -3.2	-3.4	-4.3	-4.0	2.3	0.9	0.2	-1.2	2.1
NNC(=S)NC1CCCCC1
→ -5.1	-3.0	4.5	2.8	-1.6	-0.3	8.3	6.2	-0.8
CCCCc1ncc(CN2CCC(CC3CCCCO3)(C(=O)OCC)CC2)[nH]1 (stereo not given)
→ -4.8	-3.1	1.6	-2.2	-2.1	-2.5	7.4	-4.3	-6.9
Cc1ccc(OCC(=O)N(C)C2CCCCC2)c([N+](=O)[O-])n1
→ -3.9	-0.6	3.1	3.9	0.2	0.3	-6.8	0.6	-2.7
CCc1noc(C)c1C(=O)Nc1ccc(-c2nnc3n2CCCCC3)cc1
→ 5.2	-1.3	1.0	11.5	-0.2	1.8	5.7	9.6	-4.6
CCCC(NS(=O)(=O)c1ccc(Br)cc1)C(=O)O (stereo not given)
→ -0.8	0.3	3.1	12.4	-0.7	3.7	-2.3	-0.7	-8.7
COc1ccc(C(C)(C)C)cc1NC(=O)CCCN1C(=O)NC(C)(C)C1=O
→ -1.2	-1.8	-1.7	-13.6	-0.6	-0.1	5.6	0.1	-3.0
CC(=O)Nc1ccc(OCC(O)CN2CCN(c3ccc(F)cc3)CC2)cc1 (stereo not given)
→ 0.0	-1.0	-5.0	6.4	-0.3	-2.3	3.1	-3.8	?
O=C(COC(=O)c1ccc(F)cc1Cl)NC(=O)NC1CCCC1
→ 0.0	.	4.1	0.0	0.9	1.7	-2.8	-5.8	3.1
CCOC(=O)CN(C)C(=O)CCc1nnc(-c2ccsc2)o1
→ 0.7	-1.9	-0.1	-4.4	0.2	-1.5	1.4	2.6	-2.3
c1nc(N2CCOCC2)c2c3c(sc2n1)CCCC3
→ 3.0	-1.3	-0.6	2.9	3.5	0.9	5.0	-7.3	-2.2
O=C(O)C1CC=CCC1C(=O)NCCCCc1ccccc1 (stereo not given)
→ -3.9	-5.7	0.5	-10.4	.	1.7	-1.0	3.2	0.1
COc1ccc(-c2coc3c(C(=O)NCc4ccc(OC)c(OC)c4)cccc23)c(C)c1
→ -2.9	-3.3	.	-6.2	-1.2	.	.	14.3	-3.9
Nc1c(C(=O)NCc2ccccc2)nnn1Cc1cccc(Cl)c1
→ 0.2	-0.9	8.2	-1.0	-1.2	3.3	10.9	5.6	-2.1
O=[N+]([O-])c1ccc(-n2nnnc2-c2ccccc2)c([N+](=O)[O-])c1
→ -3.9	-25.8	4.4	2.2	0.6	-0.4	2.0	-22.8	0.7
O=C(NC(CC1CCCCC1)C(=O)O)c1ccccc1 (stereo not given)
→ 0.7	-1.3	-3.3	-4.4	-2.0	-3.0	5.5	5.2	2.9
NC(N)=NC(=O)c1nc(Cl)c(N2CCCCCC2)nc1N
→ 6.9	-3.2	1.7	14.0	1.2	0.0	30.4	-9.8	-1.4
O=C(O)c1cc(O)ccc1-c1ccc(O)cc1
→ 0.8	0.2	-0.7	3.5	0.4	-1.0	3.7	-4.6	4.7
CCNC(=S)N/N=C/c1sc(N2CCCCC2)nc1-c1cccs1
→ -3.9	1.1	7.8	10.0	.	2.0	257.2*	-4.1	?
CCCCn1nc2cc(C(=O)NCc3ccc(OC)cc3)ccc2c1OCC
→ 39.9*	0.0	-6.9	7.8	-0.5	-1.6	7.9	2.3	-0.3
COc1ccc(CCN2CC(C(=O)OCC(=O)c3c(N)n(CC(C)C)c(=O)n(C)c3=O)CC2=O)cc1OC (stereo not given)
→ 2.0	-2.0	.	1.8	-1.4	.	-0.4	3.3	-4.9
CC(CNC(=O)C1CCCN(S(=O)(=O)N2CCOCC2)C1)c1ccccc1 (stereo not given)
→ 0.0	0.3	2.2	0.4	.	-1.1	-1.3	-1.8	-6.5
Cc1ccc([N+](=O)[O-])cc1Nc1nc(N2CCCC2)nc(N2CCCC2)n1
→ -3.6	-5.1	-8.6	1.9	-1.8	0.2	0.5	5.9	27.3
Cc1ccccc1-n1nc2c(c1NC(=O)CC(C)C)CS(=O)C2 (stereo not given)
→ -1.8	-2.3	-2.9	1.7	0.5	1.0	7.3	0.1	4.0
COc1cc2c(cc1OC)-c1cc(N3CCc4ccccc43)nc(=O)n1CC2
→ 19.0	0.0	-9.7	43.4*	.	-0.2	24.5	5.7	.
Cc1sc2ncn(CC(=O)Nc3cccc(S(N)(=O)=O)c3)c(=O)c2c1-c1ccccc1
→ 1.8	-4.3	-12.2	0.5	-1.0	0.9	8.1	4.5	-5.7
COc1cccc(NC(=S)N(Cc2ccc(C(=O)O)cc2)Cc2ccc(OC)c(OC)c2)c1
→ 0.0	-1.0	6.9	-0.3	-0.9	4.6	-29.6	4.0	-3.2
COc1ccc(NC(=O)CN(C)C(=O)CN2C(=O)NC3(CCCC3)C2=O)cc1
→ -1.1	-0.9	1.4	0.7	0.2	0.1	2.3	11.9	4.9
CCCCCCC1CCC(C(=O)NC(CCSC)C(=O)NC(C(=O)OC)C(C)C)CC1 (stereo not given)
→ 1.2	-0.8	-0.2	5.3	-0.2	0.8	0.3	2.8	-8.3
O=C(CSc1c(F)c(F)cc(F)c1F)Nc1ccc(C2SCCS2)cc1
→ 2.1	0.2	164.2*	-2.9	1.0	1.4	-1.7	3.5	-0.3
Cc1cccc(NC(=O)c2sc3nc(N)c(C#N)cc3c2N)c1
→ 3.4	-1.6	9.2	9.6	.	0.0	3.2	-5.5	-4.5
CN(CCNC(=O)C1CC(=O)N(C2CCCC2)C1)Cc1ccccc1 (stereo not given)
→ -2.0	1.9	-10.1	1.4	0.2	.	-20.6	-3.9	-2.6
Cc1n[nH]c(=O)c2c(NC(=O)CSc3c(Cl)cccc3Cl)oc(C)c12
→ 2.2	-1.3	5.0	3.6	.	0.3	7.0	-2.1	-8.8
O=C(CC1SC(=NCCc2ccccc2)N(/N=C/c2cccs2)C1=O)Nc1ccc(Cl)cc1 (stereo not given)
→ -1.1	-3.7	-27.9	14.8	-1.9	-0.2	0.2	-4.1	2.6
COc1ccc(C(=O)c2ccccc2)cc1
→ 0.0	0.1	2.8	6.0	.	-0.3	4.6	2.0	-8.8
C=C(C)C1CC=C(C)/C(=N/NC(=O)CCC(=O)Nc2ccccc2Cl)C1 (stereo not given)
→ 4.3	-0.8	-6.3	3.1	3.5	1.6	-3.9	6.2	0.4
CCN(CC)c1ccc(NC(=S)NC(=O)c2cccs2)cc1
→ -4.7	-0.5	1.2	-10.4	-0.7	0.3	-5.4	8.0	-3.6
C=CCNC(=O)/C(C#N)=C/c1c(N2CC(C)OC(C)C2)nc2ccccn2c1=O (stereo not given)
→ 126.3*	-3.2	-7.8	3.7	.	1.5	-1.5	-10.4	0.2
O=[N+]([O-])c1ccc(C2=Nn3cnnc3SC2)cc1
→ -1.3	-0.4	-2.7	7.7	-1.2	-0.9	7.9	-50.2	.
CSc1ncc(Cl)c(C(=O)O)n1
→ 0.7	0.7	12.1	1.2	.	-1.9	0.2	1.1	-8.5
COc1ccccc1NCc1nnc(SCC(=O)N/N=C/c2ccco2)n1-c1ccc(Cl)cc1Cl
→ -3.2	?	-4.6	-3.7	-2.7	-0.5	6.5	-1.5	2.6
COc1ccc(C(=O)NCCCN(C)CCCNC(=O)c2ccc(OC)cc2)cc1
→ 3.3	-1.1	7.0	9.4	0.0	-2.1	10.1	-9.1	18.9
O=C1NCCC/C1=N/Nc1ccc(F)cc1
→ .	.	11.0	.	.	-0.1	-4.0	0.6	.
CN(C)C(=O)COC(=O)c1ccc(S(=O)(=O)NCc2ccco2)cc1
→ 1.3	-0.5	-3.6	-10.1	0.2	2.9	9.2	4.7	-10.3
N#Cc1ccccc1NC(=O)CNc1ccc(Cl)c(C(F)(F)F)c1
→ 5.1	?	-15.3	-0.4	-4.2	-1.7	1.2	2.6	2.5
COc1cccc(C(=O)O/N=C(\N)c2ccncc2)c1
→ -2.7	-0.1	2.0	10.4	0.5	0.3	2.0	-3.8	-0.4
COC(=O)c1cc(NC(=O)CC2C(=O)NCCN2C(=O)c2ccccc2)cc(C(=O)OC)c1 (stereo not given)
→ 3.7	-2.6	-3.2	8.5	-0.9	1.1	11.7	-0.8	4.4
CSc1ccccc1C(=O)N1CCCC(CCC(=O)NCc2ccc(F)c(F)c2)C1 (stereo not given)
→ -2.8	-1.6	-3.5	-1.0	-0.3	0.4	-5.4	3.9	-2.0

# An excerpt from above, showing only PrPC surface inh:
Molecule,PrPC surface inh
O=C1NCCC/C1=N/Nc1ccc(F)cc1,0.6
CSc1ccccc1C(=O)N1CCCC(CCC(=O)NCc2ccc(F)c(F)c2)C1 (stereo not given),3.9
COc1cccc(C(=O)O/N=C(\N)c2ccncc2)c1,-3.8
CSc1ncc(Cl)c(C(=O)O)n1,1.1
CN(C)C(=O)COC(=O)c1ccc(S(=O)(=O)NCc2ccco2)cc1,4.7
O=[N+]([O-])c1ccc(C2=Nn3cnnc3SC2)cc1,-50.2
